Giardia kill: Giardia lamblia killing; Giardia lamblia trophozoite viability; activity change, % at 7.66 µM, hits read low; actives 0.15% (n = 340,000); AID 540267; in the data active = activity change below about -80%; inconclusive = between about -30% and that limit;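 also: parasites exposed to compound for two days anaerobically before the ATP read; % is scaled to controls: 0 for no effect and ±100 for the full control effect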
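Trophozoites 100 cells/well + cpd; 48 hrs, 37 deg C, anaerobic. ATPLite 1-Step added, 15-30 min RT, luminescence read (ATP-based viability).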
Menin MLL FP TR: displaces Texas Red mutant MLL peptide from human menin | Potency, µM (titrated, usually from 61.6 µM), for inactives: at the highest dose FP activity change, negative = inhibition, usual class: inhibitors | Menin + Texas Red MLL mutant peptide, fluorescence polarization | AID 1768 | actives 0.23% (n = 270,000) | O00255; active = well fitted inhibition curve with a large enough effect in the polarisation, with a control signal flat, not every such curve was filed as active; inconclusive = small, poorly fitted or top-dose-only effect, or effect the other way, or a change in a side signal; inactive = no such curve, though single readings can be large or run the other way; the % refers to the polarisation; also: potency is read from the fitted curve at half-maximal effect; % of control where 0% means no effect; many of its hits are not listed in these tables
PKM2 act: increases activity of human pyruvate kinase M2; P14618; purified PKM2, Kinase-Glo ATP luminescence, activation; response scale: 0% is enzyme alone, no compound; Potency, µM (series often up to 57.5 µM), for the others: at the highest dose activation, usual class: activators; actives 0.34% (n = 260,000); AID 1631; also: potency is read from the fitted curve at half-maximal effect; % is scaled to controls: 0 for no effect and ±100 for the full control effect; nearly all actives have a fitted effect of over 55% in size
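hPK-M2, >95% pure; 0.1 mM ADP / 0.5 mM PEP final; imidazole pH7.2 buffer w/ 7 mM MgCl2, 50 mM KCl; 1 h RT; Kinase-Glo lum. Intermediate enzyme activity for dual inhibitor/activator qHTS.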
Rab9 prom act: activators of Rab9 promoter; Huh7 Rab9 promoter-luciferase reporter, luminescence, 24 h; Potency, µM (series often up to 9.22 µM), for inactives: at the top dose activation, negative = inhibition, most hits filed as activators; actives 2.8% (n = 320,000); also: potency is read from the fitted curve at half-maximal effect; % of control where 0% means no effect; nearly all actives have a fitted effect of over 60% in size
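Steps: seed 1500 Huh7 Rab9-luc cells per well, rest 2 h at 37 °C; add compound in DMSO; incubate 24 h; add luciferase reagent, 10 min ambient; read luminescence.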
p53 reactivator: mutant p53 re-activation in reporter cells | H1299 p53-A138V BP100-luciferase reporter, luminescence, 24 h | Potency, µM (highest dose often 92.2 µM), inactives show at the top dose activity change, positive = activation, most hits filed as activators | actives 0.063% (n = 320,000) | AID 504706; also: potency is read from the fitted curve at half-maximal effect; % of control where 0% means no effect; nearly all actives have a fitted effect of over 45% in size
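p53-null H1299 cells stably carrying temperature-sensitive p53-A138V and a BP100-luciferase reporter were pinned with compounds (4-point, 1:5 series) and held 24 hrs at 37 deg C. Luminescence was read 10 min after detection reagent.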
RORgamma inh: inhibitors of mouse ROR gamma transcriptional activity; Potency, µM (doses to about 53.6 µM), for the others: top-dose activity change, negative = inhibition, actives largely listed as inhibitors; P51450; Drosophila S2 Gal4-RORgamma UAS-luciferase reporter, 20 h; actives 5.4% (n = 310,000); also: potency is read from the fitted curve at half-maximal effect; % is scaled to controls: 0 for no effect and ±100 for the full control effect; nearly all actives have a fitted effect of over 60% in size
Target sequence (P51450 whole entry, looked up, the tested form may be a part): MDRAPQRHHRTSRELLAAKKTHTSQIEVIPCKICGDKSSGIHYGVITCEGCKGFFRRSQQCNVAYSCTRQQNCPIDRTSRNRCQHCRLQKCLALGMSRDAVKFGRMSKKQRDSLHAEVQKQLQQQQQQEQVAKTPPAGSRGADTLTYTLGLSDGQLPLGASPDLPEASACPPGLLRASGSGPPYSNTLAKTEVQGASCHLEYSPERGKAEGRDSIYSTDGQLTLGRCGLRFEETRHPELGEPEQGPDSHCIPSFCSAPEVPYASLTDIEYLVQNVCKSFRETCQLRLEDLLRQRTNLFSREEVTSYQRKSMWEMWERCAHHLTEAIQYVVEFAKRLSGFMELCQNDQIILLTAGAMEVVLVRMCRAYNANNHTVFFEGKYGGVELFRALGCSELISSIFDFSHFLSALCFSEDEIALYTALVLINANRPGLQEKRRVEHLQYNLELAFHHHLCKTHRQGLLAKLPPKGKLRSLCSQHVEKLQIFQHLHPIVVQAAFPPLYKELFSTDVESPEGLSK
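In this cell-based reporter format, copper sulfate (700 uM final) drives Gal4–ROR gamma fusion expression from a metallothionein promoter in Drosophila Schneider cells; compounds preincubated 1 hr, reporter read after 20 hr at ambient temperature.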
NPC1 promoter act: NPC1 promoter activation | Huh7 NPC1 promoter luciferase reporter, 24 h | Potency, µM (series often up to 9.22 µM), for inactives: top-dose activation, hits mostly activators | actives 2.4% (n = 320,000);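 also: potency is read from the fitted curve at half-maximal effect; % of control where 0% means no effect; nearly all actives have a fitted effect of over 60% in size; reporter is driven by a mutant NPC1 promoter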
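Luminescence from an NPC1 promoter-driven luciferase reporter in stably transfected Huh7 cells was measured after 24 h compound treatment at 37 °C, followed by 10 min ambient incubation with luciferase detection reagent.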
VP16 counter: counter-screen for ROR gamma inhibitors: Gal4-VP16 reporter; Drosophila S2 Gal4-VP16 UAS-luciferase, luminescence, 20 h; actives 3.5% (n = 310,000); Potency, µM (top dose mostly 53.6 µM), inactives show top-dose activity, negative = inhibition, usual class: inhibitors;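 also: Gal4-VP16 expression switched on by copper sulfate through the metallothionein promoter; potency is read from the fitted curve at half-maximal effect; % is scaled to controls: 0 for no effect and ±100 for the full control effect; nearly all actives have a fitted effect of over 50% in size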
ELG1 genotoxic: genotoxicity induction in ELG1-luciferase HEK293T cells. HEK293T ELG1-luciferase reporter, luminescence, 16 h. Potency, µM (highest dose often 46 µM), without a hit: at the top dose activity change, positive = activation, most hits filed as activators. actives 1.3% (n = 330,000). AID 504466; also: potency is read from the fitted curve at half-maximal effect; % of control where 0% means no effect; nearly all actives have a fitted effect of over 60% in size
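Genotoxicity was scored as increased ELG1-luciferase reporter signal, measured by ONE-Glo luminescence (30 min, room temperature). Compound or vehicle exposure of the HEK293T reporter cells lasted 16 hr at 37°C.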
BRCA1 expr act: increases BRCA1 expression. MCF7-BRCA1-FFLuc reporter, luminescence, 48 h; response scale: scaled: vehicle 0%, 10 µM genistein 100%. actives 1.1% (n = 380,000). Potency, µM (highest dose often 46.1 µM), for the others: at the top dose activation, most hits filed as activators. AID 624202; also: potency is read from the fitted curve at half-maximal effect; nearly all actives have a fitted effect of over 80% in size; some results filed as inactive show a strong effect at the top dose
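Luminescence from a BRCA1-driven firefly luciferase in MCF7 cells was read after 48 h compound exposure at 37 C. Data normalized against DMSO and a 10microM genistein activation control, then curve-fitted across the titration.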
FLuc modulator: firefly luciferase modulation, counter-screen for miR-21 project | P08659 | purified FLuc, Km substrates, luminescence inhibition | Potency, µM (doses to about 57.5 µM), for the others: at the top dose activity change, negative = inhibition, actives largely listed as inhibitors | actives 6.9% (n = 360,000);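 also: potency is read from the fitted curve at half-maximal effect; plate controls were vehicle for no effect and reference inhibitor for full effect; nearly all actives have a fitted effect of over 55% in size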
Target sequence (P08659 whole entry, looked up): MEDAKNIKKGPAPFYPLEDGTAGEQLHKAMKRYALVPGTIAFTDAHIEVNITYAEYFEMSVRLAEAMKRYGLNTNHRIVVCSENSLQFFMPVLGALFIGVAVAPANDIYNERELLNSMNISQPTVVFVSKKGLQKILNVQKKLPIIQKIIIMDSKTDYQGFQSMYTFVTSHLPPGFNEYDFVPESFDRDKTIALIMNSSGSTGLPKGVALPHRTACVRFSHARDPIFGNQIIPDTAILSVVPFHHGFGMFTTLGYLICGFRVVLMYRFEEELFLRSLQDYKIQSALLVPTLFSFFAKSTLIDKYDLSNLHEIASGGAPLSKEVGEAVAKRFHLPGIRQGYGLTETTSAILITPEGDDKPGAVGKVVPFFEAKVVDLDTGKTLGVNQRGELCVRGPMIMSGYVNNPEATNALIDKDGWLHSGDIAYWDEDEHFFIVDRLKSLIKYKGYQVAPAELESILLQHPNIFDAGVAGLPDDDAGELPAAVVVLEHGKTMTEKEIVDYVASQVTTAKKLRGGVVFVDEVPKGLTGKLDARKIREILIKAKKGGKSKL
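Biochemical qHTS of compounds, final roughly 60 µM downward over six points, against 10 nM purified firefly luciferase using Km concentrations of substrates (10 uM D-luciferin, 10 uM ATP) in Tris acetate pH 7.5 buffer; luminescence output.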
* marks the source's active call; other numbers are inactive results; u = inconclusive; x = no result given; [ ] = remark or other dose. Unless noted, calls follow the shape of the dose curve; as a rule, active = well fitted curve in the direction sought with a large enough effect; inconclusive = small, poorly fitted or top-dose-only effect, or another doubt; inactive = no such curve, though single readings can be large; an effect the other way counts as inactive or inconclusive.

SMILES	Giardia kill	Menin MLL FP TR	PKM2 act	Rab9 prom act	p53 reactivator	RORgamma inh	NPC1 promoter act	VP16 counter	ELG1 genotoxic	BRCA1 expr act	FLuc modulator
Cc1cc2oc(C(=O)Nc3ccc(S(=O)(=O)Nc4nccs4)cc3)cc(=O)c2cc1Cl	-3	u	-1%	-7%	-12%	0%	-1%	-2%	3%	-1%	4%
CCn1c(SCc2nc3cc(OC)c(OC)cc3c(=O)[nH]2)nnc1-c1ccncc1	-5	12%	2%	9%	2%	3%	-3%	2%	-3%	6%	4%
CCc1nnc(NC(=O)/C=C/c2ccc(C)o2)s1	16	-16%	5%	u	u	41%	u	4%	u	11µM*	u
CC(=O)c1ccc(C(=O)Nc2ccc3c(c2)C(=O)NC3=O)cc1	35[activator]	8%	0%	-2%	x	11%	-2%	0%	8%	-7%	2%
Cc1c(-c2n[nH]c(=S)n2-c2ccc(Br)cc2)nnn1-c1ccc(Cl)cc1	-2	u	18%	-11%	-3%	-10%	-8%	6%[10 µM]	-1%	-33%	1%
CC(=O)c1cccc(NC(=O)CCc2nc3sc4c(c3c(=O)[nH]2)CCCC4)c1	-27	x	x	1%	-6%	x	-2%	x	1%	-21%	3%
CC(C)NC(=O)c1ccc(CSCc2ccccc2Cl)o1	-26	-1%	x	-3%	5%	42%	8%	6%	-6%	7%	-3%
CCNC(=O)n1nccc1C(C)Oc1ccc(Cl)cc1 (configuration not stated)	-9	8%	3%	-2%	-1%	19%	-2%	0%	-2%	0%	7%
CCCNC(=O)Cc1ccsc1	-16	14%	0%	-1%	8%	-9%	-5%	-1%	0%	3%	-1%
COCCNC(=O)CSc1ccc(C)cc1	-2	4%	-1%	-4%	12%	11%	-3%	3%	1%	2%	2%
O=C(CN(C(=O)CCC(=O)Nc1nccs1)c1cccc(F)c1)NCc1ccccc1	-3	u	-1%	-1%	-1%	4%	-4%	2%	u	-12%	1%
CCc1ccc(NC(=O)c2cc(C)no2)cc1	9	9%	x	u	24%	15%	u	u	u	88%	12µM*
CCCC(=O)Nc1c2c(nn1-c1ccc(F)cc1)CS(=O)(=O)C2	10	-19%	x	1%	10%	4%	-6%	6%	-2%	-12%	-1%
N#C/C(=C/c1ccc(-c2cc(C(=O)O)cc(C(=O)O)c2)o1)c1nc2ccccc2s1	x	u	-1%	-3%	3%	-12%	-2%	-29%	-3%	x	2.1µM*
C=CCn1c(SCc2cc(C(=O)OC)c(C)o2)nnc1-c1ccncc1	2	-4%	1%	-1%	0%	-5%	-5%	-9%	1%	-8%	0%
CCOc1cc(C(=O)Nc2ccc(S(=O)(=O)Nc3cc(C)on3)cc2)cc(OCC)c1OCC	-13	24%	-1%	-6%	-12%	19%	-6%	-5%	5%	-4%	8%
CCc1ccc(CN(C)C(=O)C2=CC=CN3CCS(=O)(=O)N=C23)cc1	5	x	x	-1%	0%	x	-3%	x	0%	-9%	-2%
Cc1ccc(O)c(N=CC2=C(O)c3ccccc3C2=O)c1	-7	u	0%	u	u	4µM*	u	7.1µM*	u	-31%	6.7µM*
CC1CCCC(C)N1C(=O)CSc1nc(N)c(-c2ccccc2)c(=O)[nH]1 (configuration not stated)	-9	5%	-12%	1%	-2%	13%	9%	-7%	-8%	-3%	-2%
Cn1c(=O)[nH]c(=O)c2c1nc(SCC(=O)O)n2CCOc1ccccc1	4	-5%	x	-5%	-2%	-12%	0%	-8%	2%	11%	-1%
CCn1c(=O)cc(OCC(=O)NCCCN2CCN(c3cccc(Cl)c3)CC2)c2ccccc21	18	-16%	-1%	-2%	-7%	-17%	4%	-4%	0%	-73%	-1%
CCCCNC(=O)C1=C(N)C(C(=O)Nc2ccc(C)c(S(=O)(=O)N3CCCCC3)c2)SC1=Nc1ccc(C)cc1C (configuration not stated)	1	4%	0%	-1%	11%	3%	-3%	u	-6%	-55%	2%
CC1CCN(C(=O)c2ccc(NC(=O)CC3SC(N4CCCC4)=NC3=O)cc2)CC1 (configuration not stated)	-4	x	x	-1%	4%	x	-5%	x	0%	7%	-5%
CC1=C(C(=O)OCC2CCCO2)C(c2ccccc2)C2=C(CC(C)(C)CC2=O)N1 (configuration not stated)	-16	0%	1%	-10%	1%	15%	-7%	-5%[10 µM]	u	-16%	5%
Cc1ccc(/C(N)=N/OC(=O)/C=C/c2ccccc2)cc1	-6	0%	1%	12%	37%	-19%	0%	-3%	13%	45%	24µM*

The results go on.
SMILES	Giardia kill	Menin MLL FP TR	PKM2 act	Rab9 prom act	p53 reactivator	RORgamma inh	NPC1 promoter act	VP16 counter	ELG1 genotoxic	BRCA1 expr act	FLuc modulator
Cc1ccccc1CSCCC(=O)NCCc1ccccc1	-10	10%	-1%	-9%	-2%	24%	1%	-2%	5%	13%	0%
CNC(=O)Nc1cc(C)nn1C	-24	-1%	2%	-3%	-3%	-7%	1%	-9%	2%	-5%	0%
O=[N+]([O-])c1c(NCCO)cc(Sc2nc3ccccc3s2)c2nonc12	-3	15%	u	-6%	-11%	2.8µM*	-13%	5µM*	2%	-57%	u
CCOC(=O)C1CCCN(CC(O)COc2ccc(OC)cc2C(C)(C)C)C1 (configuration not stated)	13	u	-2%	3%	14%	10%	-3%	-1%	3%	-6%	0%
CCCOC(=O)C(C)Sc1n[nH]c(=O)[nH]c1=O (configuration not stated)	1	3%	4%	-7%	2%	-13%	-4%	2%	2%	13%	1%
CC1CC(C)(C)CC2(C1)NC(=O)N(CC(=O)Nc1nccs1)C2=O (configuration not stated)	7	x	x	0%	0%	x	2%	x	-2%	-7%	-3%
O=C(NP(=O)(N1CCOCC1)N1CCOCC1)C1=C(N2CCOCC2)/C(=C\c2ccccc2)CC1	16	13%	4%	-2%	-9%	-4%	0%	3%	4%	44%	-20%
COc1ccccc1C(=O)C1CCCN(C(=O)CCn2cnnn2)C1 (configuration not stated)	2	x	5%	12%	4%	20%	-5%	-11%	0%	4%	-19%
CCN(CC)C(=O)Oc1cc2c(-c3cc4cccc(OC)c4o3)cc(=O)oc2cc1C	u	x	x	0%	-2%	10%	11%	-11%	-7%	-22%	-2%
COC(=O)C1(C(F)(F)F)N=C(N(C)C)OC(N(C)C)=N1	11	3%	-4%	2%	-2%	-9%	-7%	-3%	5%	-12%	5%
NC(=O)C1CCN(C(=O)c2ccc(CS(=O)(=O)c3c(Cl)cccc3Cl)o2)CC1	-7	2%[11.7 µM]	-4%	-7%	13%	-11%	-3%	-10%	-1%	-4%	1%
COc1ccccc1C(=O)NCCSCc1c(F)cccc1Cl	-15	-2%	-2%	3%	x	6%	-4%	-9%	0%	24%	u
CC(C)n1c2ccccc2c2nnc(SCC(=O)OCN3C(=O)c4ccccc4C3=O)nc21	3	6%	11%	0%	u	10%	0%	2%	1%	-14%[1.84 µM]	0%
FC(F)(F)c1ccccc1/C=N/N1CCN(Cc2ccccc2)CC1	22	3%	3%	25%	19%	15%[10 µM]	23%	3%	17%	72%	19µM*
O=C1c2ccccc2C(=O)N1CCC(c1ccccc1)c1ccco1 (configuration not stated)	-4	-1%	7%	0%	4%	22%	-1%	23%	4%	-2%	-19%
CC(=O)NC1=NN(C(C)=O)C(c2cccc([N+](=O)[O-])c2)S1 (configuration not stated)	6	6%	-5%	-5%	-11%	1%	2%	17%	1%	1%	1%
COCCN(C(=O)COC(=O)c1cc2c(s1)CCCC2)c1c(N)n(Cc2ccccc2)c(=O)[nH]c1=O	-12	x	x	-6%	0%	x	-4%	x	4%	-31%	3%
COc1ccc(-c2cnnn2-c2ccc(NC(=O)c3ccc(S(=O)(=O)N4CCCCC4)cc3)cc2)cc1OC	29	25%	6%	-4%	-6%	13%	-3%	0%	14%	-20%	2%
Cc1ccccc1OCC(=O)Nc1ccc(C)c(S(=O)(=O)N2CCCCCC2)c1	8	x	x	-5%	-3%	x	-2%	x	u	-60%	-1%
Brc1ccc(-c2c[n+]3c(n2-c2ccccc2)SCC3)cc1	44[activator]	x	0%	-25%	3%	18%	-12%	-9%	-6%	-21%	1%
CC(=O)[C@@]1(O)[C@H](C)CC2C3CC=C4CC(OP(=O)(O)O)CC[C@]4(C)C3CC[C@@]21C (some centres not stated)	3	5%	x	-1%	-2%	-15%	2%	-3%	0%	-4%	2%
Cc1nnc2n(c1=O)N=C(c1ccc(Cl)cc1)CS2	-2	-2%	14%	0.5µM*	u	-31%	1µM*	-10%	29%	47%	2%

Look-ups from above.
ELG1 genotoxic result of Cc1nnc2n(c1=O)N=C(c1ccc(Cl)cc1)CS2 : 29%
Rab9 prom act result of Cc1ccccc1OCC(=O)Nc1ccc(C)c(S(=O)(=O)N2CCCCCC2)c1 : -5%

This is a subset, so the mix of outcomes need not match the whole.
